NPY-Y1 PAM-ag – potentiators or agonists of human neuropeptide Y receptor Y1; NPY-Y1 expressing cells, potentiator/agonist activation; activation, % at 3.6 µM; P25929; 220,000 compounds, 0.37% hits; AID 1304; in the data active = activation above about 33%, passing the limit was not always enough;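 also: cells stimulated with NPY at EC10 then isoproterenol at EC100; 0% = low agonist plus stimulus and 100% = saturating agonist plus stimulus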
S1P4 antagonist – blocks the human S1P4 receptor | O95977 | S1P4-expressing cells, antagonist mode, reporter read-out | inhibition, % at 4.98 µM | 220,000 compounds, 0.26% hits; in the data active = inhibition above about 29%;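 also: 0% = wells stimulated with agonist and 100% = vehicle wells without agonist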
Target sequence (O95977 whole entry, looked up): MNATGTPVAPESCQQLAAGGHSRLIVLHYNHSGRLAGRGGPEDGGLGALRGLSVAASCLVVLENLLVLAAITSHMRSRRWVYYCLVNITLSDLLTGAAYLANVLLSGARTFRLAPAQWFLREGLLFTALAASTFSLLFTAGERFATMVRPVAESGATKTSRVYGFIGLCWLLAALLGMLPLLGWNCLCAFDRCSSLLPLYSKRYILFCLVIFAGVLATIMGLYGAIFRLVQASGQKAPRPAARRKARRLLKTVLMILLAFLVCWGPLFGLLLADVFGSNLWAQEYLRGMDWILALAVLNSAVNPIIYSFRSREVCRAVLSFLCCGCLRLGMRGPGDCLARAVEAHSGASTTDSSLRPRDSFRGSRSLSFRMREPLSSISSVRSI
S1P4 agonist – human S1P4 receptor agonism | 220,000 compounds, 0.35% hits | O95977 | activation, % at 4.98 µM | S1P4-expressing cell line, agonist reporter assay; in the data active = activation above about 11%;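 also: 0% = DMSO vehicle and 100% = reference agonist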
Runt-CBFb FRET – inhibitors of human RUNX1 Runt domain binding to CBFb | Q01196+Q13951 | Cerulean-Runt/Venus-CBFb FRET ratio 530/480, 1 h | inhibition, % at 20 µM | 220,000 compounds, 0.46% hits | AID 1496;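 active = inhibition over about 50% at 20 µM in the single-dose screen, limit read from the data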;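 also: 0% = DMSO wells and 100% = excess unlabeled CBFb competitor control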
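test system = Cerulean-Runt domain fusion protein, energy donor | probe or stimulus = Venus-CBFb binding partner, 100 nM | incubation = two 1 h room-temperature incubations shielded from light | detection = fluorescence energy transfer, 422 nm excitation, 530/480 nm emission | measure = loss of energy transfer signal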
RBBP9 inh – blocks human serine hydrolase RBBP9 | O75884 | recombinant RBBP9, FP-Rh probe fluorescence polarization | inhibition, % at 7.94 µM | 220,000 compounds, 0.2% hits | AID 1515;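 active = inhibition above the campaign mean of all tested compounds plus 3 SD, cut at about 14% in these data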;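 also: plate controls were DMSO wells with RBBP9 for no effect and wells lacking RBBP9 protein for full effect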
Target sequence (O75884 whole entry, looked up): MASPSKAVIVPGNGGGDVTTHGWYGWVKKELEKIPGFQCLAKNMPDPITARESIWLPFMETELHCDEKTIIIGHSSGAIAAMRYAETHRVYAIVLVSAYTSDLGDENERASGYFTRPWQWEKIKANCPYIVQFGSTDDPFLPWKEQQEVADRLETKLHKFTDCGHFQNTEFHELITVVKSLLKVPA
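Assay system: recombinant human RBBP9; Reagent: Serine-hydrolase probe FP-Rh, 375 nM pre-mixing; Doses: 7.94 µM single dose, 0.794% DMSO; Incubation: 30 min then 45 min, 25 °C; Detection: fluorescence polarization (mP), excitation 525 nm, emission 598 nm; Evaluation: percent inhibition from mP, scaled between DMSO and no-protein wells.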
NPY-Y2 PAM-ag – potentiates or activates human NPY-Y2 receptor. activation, % at 3.6 µM. 220,000 compounds, 0.45% hits. P49146. AID 1359. cells expressing NPY-Y2, potentiator/agonist read-out; in the data active = activation above about 27%;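 also: cells stimulated with NPY near EC25 plus isoproterenol at EC100; 0% = vehicle plus submaximal agonist and 100% = vehicle plus saturating agonist; some results beyond the cut were filed as inactive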
Target sequence (P49146 whole entry, looked up): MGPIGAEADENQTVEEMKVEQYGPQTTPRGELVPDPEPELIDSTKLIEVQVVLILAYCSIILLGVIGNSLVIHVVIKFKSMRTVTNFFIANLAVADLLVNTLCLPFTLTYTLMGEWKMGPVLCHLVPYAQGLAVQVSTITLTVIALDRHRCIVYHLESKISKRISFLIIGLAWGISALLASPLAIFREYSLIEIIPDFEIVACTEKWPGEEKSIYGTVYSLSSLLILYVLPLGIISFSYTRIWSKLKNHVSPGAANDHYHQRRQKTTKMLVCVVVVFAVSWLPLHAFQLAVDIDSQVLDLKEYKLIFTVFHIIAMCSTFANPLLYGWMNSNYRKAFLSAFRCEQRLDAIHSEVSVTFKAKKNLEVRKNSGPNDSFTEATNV
Ba/F3 V617F tox – reduce viability of Ba/F3 cells dependent on JAK2V617F. Ba/F3 EpoR-JAK2V617F viability, ATP luminescence. inhibition, % at 5.6 µM. 220,000 compounds, 1.1% hits;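 active = inhibition above the campaign mean plus 3 SD over all tested compounds, cut at about 24% in these data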;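 also: cytokine-independent growth of Ba/F3 cells driven by EpoR plus mutant JAK2; 0% = DMSO-treated cells and 100% = JAK inhibitor I control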
BaF3 tox – counter-screen for JAK2V617F inhibitors: parental Ba/F3 viability inhibitors; CellTiter-Glo ATP luminescence; inhibition, % at 5.6 µM; 220,000 compounds, 1.1% hits;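 active = inhibition above a per-campaign cutoff, the mean inhibition of all tested compounds plus 3 SD, cut at about 27% in these data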;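 also: 0% = DMSO wells and 100% = JAK Inhibitor I control wells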
NPY Y1 blocker – blocks the human neuropeptide Y Y1 receptor. P25929. inhibition, % at 3.6 µM. HEK293-CNG Y1 cells, membrane potential fluorescence; NPY at EC95, then isoproterenol. 200,000 compounds, 1% hits;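 active = inhibition above the campaign mean inhibition of all tested compounds plus 3 SD, cut at about 20% in these data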;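 also: 0% = DMSO wells given NPY plus isoproterenol and 100% = isoproterenol alone without NPY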
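Material: HEK293 cells with Y1 receptor plus CNG channel; times: compound incubation 1 h at room temperature, readout 45 min post-stimulation; signal: fluorescence, membrane potential probe; read-out basis: fluorescence ratio normalized to % inhibition between controls; benchmarks: full-block control isoproterenol-only wells, zero-block control NPY plus isoproterenol wells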
* marks the source's active call; other numbers are inactive results.

For COc1ccc(/C(O)=C2/C(=O)C(=O)N(CCCN(C)C)C2c2ccccc2)cc1Cl (configuration not stated) the results were NPY-Y1 PAM-ag 12, S1P4 antagonist -17, S1P4 agonist 1.6, Runt-CBFb FRET -1, RBBP9 inh -1, NPY-Y2 PAM-ag -3, Ba/F3 V617F tox 4, BaF3 tox -2 and NPY Y1 blocker 4.
For Cc1ccc(N(CC(=O)NCc2ccco2)C(=O)CCC(=O)Nc2nccs2)cc1 the results were NPY-Y1 PAM-ag 6, S1P4 antagonist -6, S1P4 agonist 1.6, Runt-CBFb FRET 2, RBBP9 inh -1, NPY-Y2 PAM-ag 10, Ba/F3 V617F tox -3 and BaF3 tox -2.
Screening O=C(c1ccccc1F)N1CCN(c2ccc([N+](=O)[O-])c(NCC3CCCO3)c2)CC1 (configuration not stated) returned NPY-Y1 PAM-ag -13, S1P4 antagonist 12, S1P4 agonist -1.1, Runt-CBFb FRET -4, RBBP9 inh -6, NPY-Y2 PAM-ag -14, Ba/F3 V617F tox 5, BaF3 tox 7 and NPY Y1 blocker -2.
For CCc1nc(SCc2ccccn2)[nH]c(=O)c1C the results were NPY-Y1 PAM-ag -13, S1P4 antagonist -2, S1P4 agonist 1.3, Runt-CBFb FRET 0, RBBP9 inh -3, NPY-Y2 PAM-ag -4, Ba/F3 V617F tox -2, BaF3 tox -1 and NPY Y1 blocker 1.
For COC(=O)c1c(-c2ccc(F)cc2)csc1NC(=O)C1CCCO1 (configuration not stated) the results were NPY-Y1 PAM-ag -20, S1P4 antagonist 14, S1P4 agonist -2.9, Runt-CBFb FRET -3, RBBP9 inh -4, NPY-Y2 PAM-ag -5, Ba/F3 V617F tox 3, BaF3 tox 8 and NPY Y1 blocker -5.
For COc1ccc(OCCC(=O)N2CCCCC2)cc1 the results were NPY-Y1 PAM-ag -9, S1P4 antagonist 10, S1P4 agonist 0.9, Runt-CBFb FRET 0, RBBP9 inh -4, NPY-Y2 PAM-ag -9, Ba/F3 V617F tox -1, BaF3 tox 1 and NPY Y1 blocker 0.
Screening Cn1cccc1Cc1nnc(SCC(=O)N2CCc3ccccc32)n1-c1ccc(F)cc1 returned NPY-Y1 PAM-ag 5, S1P4 antagonist 2, S1P4 agonist -1.9, Runt-CBFb FRET -4, RBBP9 inh -8, NPY-Y2 PAM-ag 10, Ba/F3 V617F tox -1, BaF3 tox 2 and NPY Y1 blocker 0.
For O=C1CN(C(=O)CNCc2cccc(Cl)c2)c2ccccc2N1 the results were NPY-Y1 PAM-ag 7, S1P4 antagonist -11, S1P4 agonist 0.7, Runt-CBFb FRET -1, RBBP9 inh -10, NPY-Y2 PAM-ag 4, Ba/F3 V617F tox -3 and BaF3 tox -4.
COc1cc(C(O)c2nc3ccccc3n2C)cc(OC)c1OC (configuration not stated) was read as NPY-Y1 PAM-ag 6, S1P4 antagonist -13, S1P4 agonist 0.2, Runt-CBFb FRET 0, RBBP9 inh -8, NPY-Y2 PAM-ag 4, Ba/F3 V617F tox -5, BaF3 tox 1 and NPY Y1 blocker -7.
Nc1nnc(CCOc2ccccc2Cl)s1 was read as NPY-Y1 PAM-ag -2, S1P4 antagonist 2, S1P4 agonist 1.0, Runt-CBFb FRET -3, RBBP9 inh -9, NPY-Y2 PAM-ag 5, Ba/F3 V617F tox 3, BaF3 tox 7 and NPY Y1 blocker 2.

A draw from above in order of molecular weight, descending.
Screening O=C(c1ccccc1F)N1CCN(c2ccc([N+](=O)[O-])c(NCC3CCCO3)c2)CC1 (configuration not stated) returned NPY-Y1 PAM-ag -13, S1P4 antagonist 12, S1P4 agonist -1.1, Runt-CBFb FRET -4, RBBP9 inh -6, NPY-Y2 PAM-ag -14, Ba/F3 V617F tox 5, BaF3 tox 7 and NPY Y1 blocker -2.
For Cc1ccc(N(CC(=O)NCc2ccco2)C(=O)CCC(=O)Nc2nccs2)cc1 the results were NPY-Y1 PAM-ag 6, S1P4 antagonist -6, S1P4 agonist 1.6, Runt-CBFb FRET 2, RBBP9 inh -1, NPY-Y2 PAM-ag 10, Ba/F3 V617F tox -3 and BaF3 tox -2.
For CCc1nc(SCc2ccccn2)[nH]c(=O)c1C the results were NPY-Y1 PAM-ag -13, S1P4 antagonist -2, S1P4 agonist 1.3, Runt-CBFb FRET 0, RBBP9 inh -3, NPY-Y2 PAM-ag -4, Ba/F3 V617F tox -2, BaF3 tox -1 and NPY Y1 blocker 1.
Nc1nnc(CCOc2ccccc2Cl)s1 was read as NPY-Y1 PAM-ag -2, S1P4 antagonist 2, S1P4 agonist 1.0, Runt-CBFb FRET -3, RBBP9 inh -9, NPY-Y2 PAM-ag 5, Ba/F3 V617F tox 3, BaF3 tox 7 and NPY Y1 blocker 2.

Carrying on.
`CC(C)C(=O)NC(C)C(c1cccs1)N1CCN(c2ccccc2)CC1` (configuration not stated) gave NPY-Y1 PAM-ag -2, S1P4 antagonist -14, S1P4 agonist -2.2, Runt-CBFb FRET -3, RBBP9 inh 6, NPY-Y2 PAM-ag -7, Ba/F3 V617F tox -5, BaF3 tox -1 and NPY Y1 blocker -2.
O=C(c1cccn(Cc2ccc(C(F)(F)F)cc2)c1=O)N1CCOCC1 was read as NPY-Y1 PAM-ag -19, S1P4 antagonist -13, S1P4 agonist 0.4, Runt-CBFb FRET -2, RBBP9 inh -10, NPY-Y2 PAM-ag 8, Ba/F3 V617F tox 0, BaF3 tox 2 and NPY Y1 blocker 4.
Cc1ccccc1-c1nnn(CC(=O)NCc2ccc3c(c2)OCO3)n1 was read as NPY-Y1 PAM-ag -43, S1P4 antagonist 4, S1P4 agonist -2.1, Runt-CBFb FRET 0, RBBP9 inh -7, NPY-Y2 PAM-ag -10, Ba/F3 V617F tox -1, BaF3 tox 0 and NPY Y1 blocker 22*.
`O=[N+]([O-])c1ccc2c(c1)nc1n2CCN(C2CCCCC2)C1` gave NPY-Y1 PAM-ag 11, S1P4 antagonist 11, S1P4 agonist 0.6, Runt-CBFb FRET 4, RBBP9 inh 4, NPY-Y2 PAM-ag -11, Ba/F3 V617F tox 4, BaF3 tox 7 and NPY Y1 blocker 13.
CCOc1cccc(C(=O)Nc2cccc(-c3nnc(-c4ccc(C)cc4)o3)c2)c1 was read as NPY-Y1 PAM-ag 2, S1P4 antagonist -39, S1P4 agonist -0.4, Runt-CBFb FRET 0, RBBP9 inh -3, NPY-Y2 PAM-ag 2, Ba/F3 V617F tox -1, BaF3 tox -2 and NPY Y1 blocker 2.
For O=C(CSc1ncn[nH]1)NN(c1ccccc1)c1ccccc1 the results were NPY-Y1 PAM-ag -1, S1P4 antagonist 1, S1P4 agonist -1.0, Runt-CBFb FRET -1, RBBP9 inh 9, NPY-Y2 PAM-ag -7, Ba/F3 V617F tox 4, BaF3 tox 7 and NPY Y1 blocker -1.
O=c1cc(CN2CCN(c3ccccn3)CC2)nc2sccn12 was read as NPY-Y1 PAM-ag 12, S1P4 antagonist -15, S1P4 agonist 0.8, Runt-CBFb FRET 0, RBBP9 inh 1, NPY-Y2 PAM-ag 0, Ba/F3 V617F tox 4, BaF3 tox 9 and NPY Y1 blocker 2.
For CCc1cc(=O)oc2cc(OCC=C(C)C)ccc12 the results were NPY-Y1 PAM-ag -7, S1P4 antagonist -14, S1P4 agonist -2.8, Runt-CBFb FRET -4, RBBP9 inh 7, NPY-Y2 PAM-ag -1, Ba/F3 V617F tox 3, BaF3 tox 11 and NPY Y1 blocker -4.
Cc1c(C(=O)N2CCCCCC2)oc2ccccc12 was read as NPY-Y1 PAM-ag -13, S1P4 antagonist -29, S1P4 agonist 0.9, Runt-CBFb FRET -1, RBBP9 inh -1, NPY-Y2 PAM-ag 10, Ba/F3 V617F tox -1, BaF3 tox 4 and NPY Y1 blocker 0.
Screening COc1ccccc1C(=O)n1nc(-c2ccccc2)nc1NCc1ccco1 returned NPY-Y1 PAM-ag -45, S1P4 antagonist -5, S1P4 agonist -1.7, Runt-CBFb FRET -1, RBBP9 inh -8, NPY-Y2 PAM-ag -1, Ba/F3 V617F tox -4, BaF3 tox 2 and NPY Y1 blocker 9.
Screening CC(C)(C)NCC(O)COc1ccccc1C(=O)CCc1ccccc1 (configuration not stated) returned NPY-Y1 PAM-ag 103*, S1P4 antagonist -1, S1P4 agonist -0.2, Runt-CBFb FRET 10, RBBP9 inh -7, NPY-Y2 PAM-ag 102*, Ba/F3 V617F tox 3, BaF3 tox 5 and NPY Y1 blocker -16.
`COC(=O)NNC(=O)Cc1cccc2ccccc12` gave NPY-Y1 PAM-ag -1, S1P4 antagonist 1, S1P4 agonist 0.8, Runt-CBFb FRET -6, RBBP9 inh -2, NPY-Y2 PAM-ag 5, Ba/F3 V617F tox -3, BaF3 tox 2 and NPY Y1 blocker 3.
CCCCCOC(=O)C(C)c1c(C)[nH]c(=S)[nH]c1=O (configuration not stated) was read as NPY-Y1 PAM-ag 9, S1P4 antagonist -2, S1P4 agonist 0.2, Runt-CBFb FRET 0, RBBP9 inh 0, NPY-Y2 PAM-ag 8, Ba/F3 V617F tox 2, BaF3 tox 3 and NPY Y1 blocker 3.
Screening O=C(CCc1n[nH]c(=O)[nH]c1=O)N1CCCCC1 returned NPY-Y1 PAM-ag -8, S1P4 antagonist -5, S1P4 agonist -0.4, Runt-CBFb FRET 1, RBBP9 inh -5, NPY-Y2 PAM-ag -1, Ba/F3 V617F tox 0, BaF3 tox 5 and NPY Y1 blocker 2.
Screening O=C(O)C1C2C=CC3(O2)C1C(=O)N1c2ccccc2COC13 (configuration not stated) returned NPY-Y1 PAM-ag -2, S1P4 antagonist -4, S1P4 agonist 0.8, Runt-CBFb FRET -1, RBBP9 inh 2, NPY-Y2 PAM-ag 3, Ba/F3 V617F tox -4, BaF3 tox 2 and NPY Y1 blocker -1.
`Cc1nn(-c2ccccc2)c(C)c1/C=N/NC(=O)c1cnccn1` gave NPY-Y1 PAM-ag -3, S1P4 antagonist -3, S1P4 agonist 0.9, Runt-CBFb FRET -1, RBBP9 inh -9, NPY-Y2 PAM-ag -3, Ba/F3 V617F tox -1 and BaF3 tox 1.
Screening COCCNC(=O)c1onc(CSc2cccc(Cl)c2)c1C(=O)O returned NPY-Y1 PAM-ag -1, S1P4 antagonist -4, S1P4 agonist 1.1, Runt-CBFb FRET 3, RBBP9 inh -5, NPY-Y2 PAM-ag -4, Ba/F3 V617F tox -3, BaF3 tox 0 and NPY Y1 blocker 9.
For COc1ccc(Sc2nc(-c3ccccc3)ncc2C(=O)O)cc1 the results were NPY-Y1 PAM-ag -2, S1P4 antagonist -2, S1P4 agonist -0.4, Runt-CBFb FRET -2, RBBP9 inh 1, NPY-Y2 PAM-ag 4, Ba/F3 V617F tox 2, BaF3 tox 9 and NPY Y1 blocker 5.

Screening data as filed in PubChem BioAssay.
